Source: PubChem BioAssay (Broad Institute)
TcdB GH inh: blocks C. difficile toxin B glycohydrolase activity; P18177; TcdB glycohydrolase enzymatic assay, plate reader; inhibition, % at 9.99 µM; 350,000 compounds, 0.24% hits; in the data active means inhibition above about 10%
BioA inh: inhibitors of Mycobacterium tuberculosis BioA enzyme | purified M. tuberculosis BioA enzyme, plate reader | inhibition, % at 9.99 µM | 360,000 compounds, 0.096% hits | AID 602481; in the data active means inhibition above about 40%
* = called active by the depositor. The list is partial; count on the stated rates, not on these rows.

Results follow in this order: TcdB GH inh | BioA inh
- Cc1ccc(-c2ccc3c(c2)O[C@@H](CN(C)CC2CCCC2)[C@H](C)CN([C@@H](C)CO)S3(=O)=O)cc1
 : 0.4 | -1.1
- CCCN(C)C[C@@H]1OCCCC[C@H](C)Oc2ccc(NC(=O)Nc3ccc(C(F)(F)F)cc3)cc2C(=O)N([C@H](C)CO)C[C@@H]1C
 : 0.3 | 0.2
- C[C@H]1CN([C@@H](C)CO)S(=O)(=O)c2ccc(C3=CCCC3)cc2O[C@@H]1CN(C)Cc1cccc(C(=O)O)c1
 : -1.4 | 2.7
- Cc1noc(C)c1S(=O)(=O)N(C)C[C@H]1Oc2ccc(NC(=O)CCCN(C)C)cc2C(=O)N([C@H](C)CO)C[C@H]1C
 : -1.3 | -1.9
- C[C@H]1CCCCO[C@H](CN(C)C(=O)Nc2cccc3ccccc23)[C@@H](C)CN([C@@H](C)CO)C(=O)c2cc(NS(=O)(=O)c3ccc(Cl)cc3)ccc2O1
 : -1.4 | -1.7
- C[C@H]1CN([C@@H](C)CO)C(=O)c2cc(NC(=O)Nc3cccc4ccccc34)ccc2O[C@@H]1CN(C)S(=O)(=O)c1cn(C)cn1
 : 0.0 | -3.1
- C[C@@H]1CN([C@H](C)CO)C(=O)c2cc(/C=C/c3ccccc3)cnc2O[C@@H]1CN(C)Cc1ccccc1
 : -0.7 | 1.6
- C[C@H](CO)N1C[C@H](C)[C@@H](CN(C)Cc2ccc(Cl)c(Cl)c2)Oc2ccc(NC(=O)Nc3ccc(F)cc3)cc2C1=O
 : 0.7 | 1.3
- COc1ccc(NC(=O)N(C)C[C@H]2Oc3ccc(NC(=O)Nc4ccc(F)cc4)cc3CC(=O)N([C@@H](C)CO)C[C@H]2C)cc1
 : 0.3 | 2.6
- C[C@@H]1CCCCO[C@H](CN(C)S(=O)(=O)c2ccc(F)cc2)[C@H](C)CN([C@@H](C)CO)C(=O)c2cc(NC(=O)Nc3cccc4ccccc34)ccc2O1
 : -0.3 | -1.2
- Cc1ccc(S(=O)(=O)Nc2ccc3c(c2)CC(=O)N([C@H](C)CO)C[C@H](C)[C@@H](CN(C)Cc2ccncc2)O3)cc1
 : 2.5 | -0.8
- COc1ccc(CN(C)C[C@H]2OCCCC[C@@H](C)Oc3ccc(NS(=O)(=O)c4ccc(C)cc4)cc3C(=O)N([C@H](C)CO)C[C@H]2C)cc1
 : 0.2 | 2.4
- CCS(=O)(=O)NCC[C@H]1CC[C@H](NS(=O)(=O)c2cccc(Cl)c2)[C@H](CO)O1
 : -1.9 | 3.5
- CO[C@H]1CN(C)C(=O)c2cc(NC(=O)Cc3ccccc3)ccc2OC[C@H](C)N(C)C[C@H]1C
 : -0.2 | -1.7
- Cc1cccc(-c2ccc([C@@H]3[C@H]4CN(S(=O)(=O)c5cccs5)CCCCN4[C@H]3CO)cc2)c1
 : -0.5 | -4.9

Quoted at random: two entries already listed
Results follow in this order: TcdB GH inh | BioA inh
- C[C@@H]1CN([C@H](C)CO)C(=O)c2cc(/C=C/c3ccccc3)cnc2O[C@@H]1CN(C)Cc1ccccc1
 : -0.7 | 1.6
- Cc1ccc(-c2ccc3c(c2)O[C@@H](CN(C)CC2CCCC2)[C@H](C)CN([C@@H](C)CO)S3(=O)=O)cc1
 : 0.4 | -1.1

Next section:
Results follow in this order: TcdB GH inh | BioA inh
- C[C@@H]1CN([C@H](C)CO)S(=O)(=O)c2ccc(C#Cc3ccccn3)cc2O[C@@H]1CN(C)Cc1ccccc1
 : -0.4 | -4.1
- COc1ccccc1CN1[C@@H]2CN(C(=O)c3ccncc3)c3ccccc3[C@@H]2[C@@H]1CO
 : -1.1 | -5.1
- COc1cccc(C#Cc2ccc3c(c2)O[C@H](CN(C)C)[C@H](C)CN([C@H](C)CO)S3(=O)=O)c1
 : -0.4 | -2.3
- COCC(=O)N1C[C@H]2[C@@H](c3ccccc31)[C@H](CO)N2C(=O)c1ccccc1F
 : 0.7 | -3.6
- O=C(C[C@H]1CC[C@@H](NC(=O)Nc2cc(F)ccc2F)[C@@H](CO)O1)NCc1ccccn1
 : 0.3 | -4.5
- N#C[C@@H]1[C@H](c2ccc(-c3ccccc3F)cc2)[C@@H](CO)N1C(=O)C1CC1
 : 2.4 | 2.8
- COc1ccc(S(=O)(=O)Nc2ccc3c(c2)C(=O)N([C@H](C)CO)C[C@H](C)[C@H](CN(C)Cc2ccc(C(=O)O)cc2)OCCCC[C@@H](C)O3)cc1
 : -1.5 | -0.1
- C[C@@H]1CCCCO[C@@H](CN(C)Cc2ccncc2)[C@H](C)CN([C@H](C)CO)C(=O)c2cc(NC(=O)Nc3ccc4c(c3)OCO4)ccc2O1
 : -1.1 | -0.3
- CC(=O)N(C)C[C@H]1OCc2ccccc2-c2c(n(C)c3ccccc23)C(=O)N([C@H](C)CO)C[C@@H]1C
 : 0.8 | -1.3
- CO[C@@H]1CN(C)C(=O)c2cc(NC(=O)Nc3cc(F)ccc3F)ccc2OC[C@@H](C)N(C)C[C@@H]1C
 : -9.7 | 3.5
- C[C@@H]1CN([C@H](C)CO)C(=O)c2cc(C#CCN(C)C)cnc2O[C@H]1CN(C)S(C)(=O)=O
 : -1.4 | 1.1
- COc1ccc(C#Cc2ccc([C@H]3[C@@H](CO)N4CCCCN(C(=O)c5ccncc5)C[C@@H]34)cc2)cc1
 : 0.0 | 0.4
- COCCNC(=O)C[C@H]1CC[C@@H]2[C@@H](COc3ccc(NC(=O)C4CCOCC4)cc3C(=O)N2C)O1
 : -2.1 | -5.2
- C[C@@H]1CN([C@H](C)CO)C(=O)c2cc(NS(C)(=O)=O)ccc2O[C@H]1CN(C)C(=O)Nc1ccc2c(c1)OCO2
 : -7.8 | -1.8
- CO[C@@H]1CN(C)C(=O)c2cc(NC(=O)c3ccc4c(c3)OCO4)ccc2OC[C@@H](C)N(CC2CC2)C[C@H]1C
 : 2.0 | 1.4
- O=C(c1ccccn1)N1C[C@@H]2[C@H](c3ccccc31)[C@@H](CO)N2C(=O)C1CCCC1
 : 1.0 | 4.0
- C[C@H]1CN([C@@H](C)CO)C(=O)Cc2cc(NS(=O)(=O)c3ccc(F)cc3)ccc2O[C@H]1CN(C)S(=O)(=O)c1cccs1
 : -0.2 | -5.2
- Cc1ccc(S(=O)(=O)N[C@H]2CC[C@H](CCn3cc(-c4cccnc4)nn3)O[C@@H]2CO)cc1
 : 0.5 | 3.4
- CCC(=O)N1C[C@H](C)[C@H](OC)CN(C)C(=O)c2ccc(NC(=O)Nc3cccc(F)c3)cc2OC[C@@H]1C
 : -0.3 | 3.6
- CN1C(=O)c2cc(NC(=O)c3ccccc3)ccc2OC[C@@H]2O[C@H](CC(=O)NCC3CC3)CC[C@H]21
 : 0.0 | 0.7
- O=C(NCC[C@@H]1CC[C@@H](NS(=O)(=O)c2cccc(F)c2)[C@H](CO)O1)C1CCC1
 : -7.2 | -3.0
- C[C@H]1CCCCO[C@@H](CN(C)C(=O)c2ccccc2)[C@@H](C)CN([C@@H](C)CO)C(=O)c2cc(NC(=O)Cc3ccccc3)ccc2O1
 : 0.7 | 1.0
- C[C@@H]1CCCCO[C@H](CN(C)C(=O)Nc2ccc3c(c2)OCO3)[C@@H](C)CN([C@@H](C)CO)C(=O)c2cc(NS(=O)(=O)c3ccccc3)ccc2O1
 : 1.6 | 1.7
- COCC(=O)Nc1ccc2c(c1)OC[C@H](C)N(C(=O)Cc1cccnc1)C[C@H](C)[C@H](OC)CN(C)C2=O
 : 1.1 | 1.9
- C[C@H](CO)N1C[C@H](C)[C@@H](CN(C)Cc2ccncc2)OCCCC[C@H](C)Oc2ccc(NC(=O)Nc3ccc4c(c3)OCO4)cc2C1=O
 : 0.7 | 1.9
- CCC(=O)Nc1ccc2c(c1)C(=O)N(C)[C@@H]1CC[C@@H](CC(=O)NCc3ccccc3Cl)O[C@@H]1CO2
 : 0.5 | 2.5
- CCC(=O)N(C)C[C@@H]1Oc2cc(-c3ccc(F)cc3)ccc2S(=O)(=O)N([C@H](C)CO)C[C@@H]1C
 : -5.2 | -1.3
- O=C(C[C@H]1CC[C@@H]2[C@H](COC[C@@H](O)CN2Cc2cccc(F)c2)O1)NCCc1ccncc1
 : -0.7 | -2.2
- Cc1ccc(S(=O)(=O)Nc2ccc3c(c2)C(=O)N([C@H](C)CO)C[C@H](C)[C@@H](CN(C)CC2CCCCC2)O3)cc1
 : 0.1 | -1.9
- C[C@H]1CCCCO[C@H](CN(C)C(=O)Nc2ccccc2)[C@@H](C)CN([C@@H](C)CO)C(=O)c2cc(NS(C)(=O)=O)ccc2O1
 : 1.6 | -0.2

Some of the entries so far, bar-delimited:
canonical_smiles | TcdB GH inh | BioA inh
O=C(C[C@H]1CC[C@@H]2[C@H](COC[C@@H](O)CN2Cc2cccc(F)c2)O1)NCCc1ccncc1 | -0.7 | -2.2
Cc1ccc(S(=O)(=O)Nc2ccc3c(c2)C(=O)N([C@H](C)CO)C[C@H](C)[C@@H](CN(C)CC2CCCCC2)O3)cc1 | 0.1 | -1.9

Exported as labelled records: part of the list above.
C[C@H](CO)N1C[C@H](C)[C@@H](CN(C)Cc2ccncc2)OCCCC[C@H](C)Oc2ccc(NC(=O)Nc3ccc4c(c3)OCO4)cc2C1=O
  TcdB GH inh = 0.7
  BioA inh = 1.9

CCC(=O)Nc1ccc2c(c1)C(=O)N(C)[C@@H]1CC[C@@H](CC(=O)NCc3ccccc3Cl)O[C@@H]1CO2
  TcdB GH inh = 0.5
  BioA inh = 2.5

Later entries:
Results follow in this order: TcdB GH inh | BioA inh
- CN1C(=O)c2cc(NC(=O)c3cccc(F)c3)ccc2OC[C@@H]2O[C@H](CC(=O)NCc3ccccc3Cl)CC[C@H]21
 : -0.5 | 2.6
- CN(C)c1ccc2c(c1)[C@H]1C[C@H](CC(=O)NCC3CC3)O[C@@H](CO)[C@H]1O2
 : -56 | -2.5
- CC(C)NC(=O)N[C@H]1CC[C@H](CC(=O)N2CCCCC2)O[C@@H]1CO
 : 0.6 | 2.3
- C[C@@H]1CN([C@H](C)CO)C(=O)Cc2cc(NC(=O)Nc3ccccc3)ccc2O[C@@H]1CN(C)CC1CCCCC1
 : 0.3 | 1.1
- C[C@@H]1CCCCO[C@H](CN(C)C(=O)Nc2ccc(F)cc2)[C@@H](C)CN([C@@H](C)CO)C(=O)c2cc(NC(=O)C3CCCCC3)ccc2O1
 : -0.8 | -0.1
- COCC(=O)N1[C@@H](C#N)[C@H](c2ccc(-c3cccnc3)cc2)[C@@H]1CO
 : -0.7 | 5.4
- C[C@@H]1CCCCO[C@H](CN(C)Cc2ccc3c(c2)OCO3)[C@@H](C)CN([C@H](C)CO)C(=O)c2cc(N(C)C)ccc2O1
 : -5.7 | 0.5
- C[C@@H]1CN([C@@H](C)CO)C(=O)c2cc(C#C[C@@H](C)O)cnc2O[C@@H]1CN(C)C(=O)CN1CCOCC1
 : -0.5 | 5.4
- COCC#Cc1cnc2c(c1)C(=O)N([C@@H](C)CO)C[C@H](C)[C@H](CN(C)C(=O)NC1CCCC1)O2
 : -10 | -6.5
- C[C@H]1CN([C@@H](C)CO)C(=O)c2cc(NS(=O)(=O)c3ccc(Cl)cc3)ccc2O[C@@H]1CN(C)Cc1ccc2c(c1)OCO2
 : 0.2 | -0.4
- Cc1ccc(S(=O)(=O)Nc2ccc3c(c2)CC(=O)N([C@@H](C)CO)C[C@@H](C)[C@@H](CN(C)S(=O)(=O)c2ccc(C)cc2)O3)cc1
 : 0.0 | 0.6
- C[C@@H]1CN([C@H](C)CO)C(=O)Cc2cc(N(C)C)ccc2O[C@@H]1CN(C)C(=O)Nc1cccc2ccccc12
 : -3.3 | -0.5
- C[C@@H]1CN([C@H](C)CO)C(=O)c2cc(NS(=O)(=O)c3cn(C)cn3)ccc2O[C@@H]1CN(C)C(=O)Nc1ccccc1
 : 0.9 | 0.2
- C[C@H]1CN([C@@H](C)CO)C(=O)c2cccc(NC(=O)c3nc4ccccc4s3)c2O[C@@H]1CN(C)CC1CCCCC1
 : 0.8 | -1.2
- CC(=O)N1CCCCN2[C@@H](CO)[C@@H](c3ccc(-c4ccccc4)cc3)[C@@H]2C1
 : -0.3 | -0.9
- C[C@H](CO)N1C[C@H](C)[C@@H](CN(C)C(=O)Nc2cccc3ccccc23)OCCCC[C@H](C)Oc2ccc(NC(=O)C3CCCCC3)cc2C1=O
 : -0.5 | 1.3
- COc1ccc(NC(=O)N(C)C[C@H]2OCc3cnnn3CCCC(=O)N([C@@H](C)CO)C[C@@H]2C)cc1
 : -1.0 | -0.5
- O=C(N[C@@H]1CC[C@H](CCNC(=O)c2cnccn2)O[C@@H]1CO)c1ccc2c(c1)OCO2
 : 0.3 | 1.0
- Cc1cccc(S(=O)(=O)N2CCCCN3[C@H](CO)[C@@H](c4ccc(C#C[C@H](C)O)cc4)[C@@H]3C2)c1
 : 0.2 | -2.7
- COc1ccc(CNC(=O)C[C@@H]2C[C@@H]3c4cc(NC(=O)C5CCC5)ccc4O[C@@H]3[C@H](CO)O2)cc1
 : -5.8 | -1.5
- O=C(C[C@@H]1C[C@@H]2c3cc(NC(=O)Nc4ccccc4F)ccc3O[C@@H]2[C@H](CO)O1)NCc1ccc2c(c1)OCO2
 : 1.0 | 0.4
- CN(C)C(=O)C[C@@H]1CC[C@H]2[C@@H](COc3ccc(NC(=O)NCc4ccccc4)cc3C(=O)N2C)O1
 : -0.6 | 1.3
- Cc1noc(C)c1S(=O)(=O)Nc1ccc2c(c1)C(=O)N([C@H](C)CO)C[C@H](C)[C@H](CN(C)S(C)(=O)=O)OCCCC[C@@H](C)O2
 : -0.5 | 5.9
- C[C@@H]1CN([C@@H](C)CO)C(=O)c2cc(-c3cccc(C(=O)N(C)C)c3)cnc2O[C@H]1CN(C)S(=O)(=O)c1ccc(F)cc1
 : 1.1 | 2.9
- Cc1ccc(S(=O)(=O)N(C)C[C@H]2Oc3cc(C4=CCCC4)ccc3S(=O)(=O)N([C@@H](C)CO)C[C@H]2C)cc1
 : 1.0 | -3.1
- O=C([C@H]1[C@H](CO)[C@H]2Cn3c(cccc3=O)[C@H]2N1Cc1ccncc1)N1CCCCC1
 : -4.2 | -2.7
